GAA850 FXN act – activators of GAA850 frataxin (FXN) promoter; 0.56% of 360,000 active; HEK293 lucGAA850 FXN promoter luciferase reporter, 24 h; percent of 10 µM SAHA response; AID 540364; activation, % at 6 µM;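 active means activation above the average of all compounds screened plus 3 SD, cutoff fixed separately per campaign, cut at about 7.5% in these data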;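 further: 0% = DMSO wells and 100% = 10 µM SAHA wells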
DAX1 inh-1 – DAX1 (NR0B1) inhibition, primary screen; inhibition, % at 6.8 µM; HEK293T StAR-luciferase reporter, SF-1/DAX-1 repression relief; 1.1% of 370,000 active; AID 652010;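 active means inhibition above the mean over all tested compounds plus 3 SD, cut at about 3.6% in these data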;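 further: 0% = DAX-1 cells with DMSO and 100% = cells lacking DAX-1 with DMSO; higher inhibition means more luminescence from relief of DAX-1 repression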
DAX1 inh-2 – NR0B1 (DAX1) inhibition; P51843; HEK293 Gal4-DAX1 luciferase reporter, luminescence; inhibition, % at 6.75 µM; 0.99% of 340,000 active; AID 504766;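 active means inhibition above the mean over all tested compounds plus 3 SD, cut at about 4.2% in these data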;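 further: 0% = DAX1-transfected cells with DMSO and 100% = empty-vector control cells with DMSO; inhibition shows as a rise in luminescence from relieved DAX1 repression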
GC-A act – GC-A (human) enzyme activation; HEK293 GC-A cells, cGMP TR-FRET, EC30 ANP; 0% at EC30 ANP, 100% saturating ANP; activation, % at 10 µM; 0.14% of 370,000 active; AID 1671463; in the data active means activation above about 40%
sPLA2-III inh – Inhibits HGIII-sPLA2 liposome hydrolysis, primary screen; inhibition, % at 12.2 µM; 0.56% of 370,000 active; QFRET BODIPY PC-A2 liposome hydrolysis, fluorescence;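 active means inhibition above mean plus 3 SD of compounds lying within the high and low control bounds, cut at about 19% in these data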;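 further: 0% = median of test compound wells and 100% = no enzyme DMSO wells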
hgDAF-12 ag – hgDAF-12 agonism, primary luciferase screen; HEK293 GAL4-hgDAF12 UAS-luciferase reporter, agonist luminescence; normalized to butyrate control; activation, % at 6.8 µM; 1.8% of 370,000 active; AID 687014;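 active means activation above a cutoff set at the mean of all screened compounds plus 3 SD, cut at about 10% in these data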;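 further: 0% = DMSO wells and 100% = sodium butyrate wells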
ssDAF12 agonist – S. stercoralis DAF-12 activation, primary screen | HEK293 ssDAF-12/GRIP1 lit1-tk-luc reporter, luminescence; % of 3 µM dafachronic acid response | activation, % at 6.8 µM | 1% of 370,000 active;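 active means activation above the mean over all tested compounds plus 3 SD, cut at about 0.9% in these data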;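 further: 0% = DMSO-only wells and 100% = 3 µM delta7-dafachronic acid wells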
hcDAF12 agonist – activators of H. contortus DAF-12 nuclear receptor | HEK293 hcDAF-12 lit1-tk-luc reporter, luminescence; 0% DMSO, 100% Δ7-dafachronic acid | activation, % at 6.8 µM | 1.4% of 370,000 active | AID 652067;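 active means activation above the mean of all tested compounds plus 3 SD, cut at about 5.5% in these data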;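 further: 100% = response to 3 µM Δ7-dafachronic acid high control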
NPR2 activator – GC-B (human) receptor activation. P20594. HEK293-GC-B cells, CNP EC30, cGMP TR-FRET; 0% at EC30 CNP, 100% saturating CNP. 0.11% of 370,000 active. activation, % at 10 µM;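 active means activation at 10 µM reaching about 35% in either raw or pattern-adjusted values, limit read from the data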
Target sequence (P20594 whole entry, looked up): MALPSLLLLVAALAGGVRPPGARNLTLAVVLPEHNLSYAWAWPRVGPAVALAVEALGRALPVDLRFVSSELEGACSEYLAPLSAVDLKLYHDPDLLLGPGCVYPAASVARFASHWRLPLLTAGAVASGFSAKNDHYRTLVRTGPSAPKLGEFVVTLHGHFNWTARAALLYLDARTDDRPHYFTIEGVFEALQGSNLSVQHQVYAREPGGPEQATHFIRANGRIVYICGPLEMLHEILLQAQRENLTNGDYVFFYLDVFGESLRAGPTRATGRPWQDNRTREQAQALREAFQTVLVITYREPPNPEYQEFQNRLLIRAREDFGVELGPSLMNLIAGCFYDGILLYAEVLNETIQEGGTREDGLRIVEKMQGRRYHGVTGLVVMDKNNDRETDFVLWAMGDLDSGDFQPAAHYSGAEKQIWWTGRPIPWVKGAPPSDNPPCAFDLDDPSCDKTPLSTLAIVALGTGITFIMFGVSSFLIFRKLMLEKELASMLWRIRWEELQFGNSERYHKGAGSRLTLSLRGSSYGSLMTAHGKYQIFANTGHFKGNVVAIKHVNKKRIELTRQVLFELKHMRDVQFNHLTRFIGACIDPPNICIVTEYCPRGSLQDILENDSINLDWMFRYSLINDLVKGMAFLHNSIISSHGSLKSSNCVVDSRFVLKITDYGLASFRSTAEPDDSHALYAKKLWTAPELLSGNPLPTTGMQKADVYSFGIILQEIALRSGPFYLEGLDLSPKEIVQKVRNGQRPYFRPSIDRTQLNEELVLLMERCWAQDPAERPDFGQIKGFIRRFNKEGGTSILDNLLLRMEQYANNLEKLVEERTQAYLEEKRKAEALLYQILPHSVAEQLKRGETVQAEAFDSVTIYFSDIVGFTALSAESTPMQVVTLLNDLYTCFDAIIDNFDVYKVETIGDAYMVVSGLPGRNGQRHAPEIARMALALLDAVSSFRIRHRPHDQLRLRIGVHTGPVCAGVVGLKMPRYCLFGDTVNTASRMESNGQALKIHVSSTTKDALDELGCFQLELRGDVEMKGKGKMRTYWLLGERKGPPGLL
KLK7 zymogen act – activators of human kallikrein-7 zymogen; 0.9% of 370,000 active; P49862; purified proKLK7, EDANS-DABCYL substrate fluorescence; 100% is mature enzyme control, 0% vehicle; activation, % at 7 µM;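 active means activation above the mean of all tested compounds plus 3 SD, computed per campaign excluding outliers beyond control limits, cut at about 13% in these data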
SMARCA2 activ – SMARCA2 function activation, primary screen | MG213 cells, MMTV-luciferase reporter, dexamethasone, overnight | 1% of 370,000 active | activation, % at 9.1 µM; in the data active means activation above about 7.8%;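 further: 0% = vehicle wells and 100% = reference activator wells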
Starred values were filed as active, the others as inactive; · = not tested or not shown; & = joins results of further samples.

molecule	GAA850 FXN act	DAX1 inh-1	DAX1 inh-2	GC-A act	sPLA2-III inh	hgDAF-12 ag	ssDAF12 agonist	hcDAF12 agonist	NPR2 activator	KLK7 zymogen act	SMARCA2 activ
Cc1ccc(C2/C=C\CC(NC(=O)OCC3c4ccccc4-c4ccccc43)CC(=O)N2Cc2ccccc2)cc1 (stereo unspecified)	-0.9	-1.2	1.4	-2	-8	1.6	-1.5	-0.8	-8	-0.4	-1
COc1ccccc1CNC(=O)COn1nnc2ccc(S(=O)(=O)N3CCOCC3)cc21	1.2	1.6	-0.6	-2	-3	-0.3	-0.8	-0.6	3	0.1	-1
O=C(Nc1ccc2c(c1)OCO2)N1CCN(C(=O)C2CCCO2)CC1 (stereo unspecified)	1.6	0.1	3.0	-5	0	0.4	-0.7	-0.7	2	-0.2	-1
Cn1c(-c2ccc(F)cc2)cnc1NCc1cccc(F)c1	-0.5	-0.3	-1.3	-3	-1	0.3	-1.2	-0.5	-3	0.0	-1
COc1ccc(C(=O)N/N=C(\C)c2ccc(NC(=O)Cc3ccccc3)cc2)c(OC)c1	-2.0	1.3	0.6	0	1	6.5	-0.3	0.2	-2	-0.3	0
CCCc1cc(=O)n2nc(N3CCC(C(=O)N4CCN(c5ccc(OC)cc5)CC4)CC3)sc2n1	-4.2	-1.5	-1.5	1	0	-4.7	-1.9	-5.2	0	0.1	-5
O=C(OCc1nc2ccsc2c(=O)[nH]1)c1ccc(Cl)s1	-0.9	1.7	-0.7	-2	-12	0.4	-1.3	0.1	-6	0.3	0
O=[N+]([O-])c1ccc(N2CCN(c3ccc(O)cc3)CC2)c(Cl)c1	1.8	-1.5	-1.4	-1	1	-5.2	-1.2	-2.5	0	-0.5	-5

Later entries:
molecule	GAA850 FXN act	DAX1 inh-1	DAX1 inh-2	GC-A act	sPLA2-III inh	hgDAF-12 ag	ssDAF12 agonist	hcDAF12 agonist	NPR2 activator	KLK7 zymogen act	SMARCA2 activ
Cc1cccc(N2CCN(C(=O)Cc3cn(C)c4ccccc34)CC2)c1C	-0.6	-0.5	0.2	-6	-25	-1.7	-0.8	-0.2	-3	-0.7	-3
CN1CC(=O)N=C1N	-0.6&-2.8	0.0&-0.7	-1.3&0.0	-1&4	4&0	-0.8&2.7	-1.2&-1.2	-1.9&-2.0	4&1	-0.6&0.4	-2&-2
COc1ccccc1-c1nnc2sc(-c3cnccn3)nn12	-9.2	-0.3	-0.5	1	12	-0.5	-0.8	-2.2	0	0.1	-7
O=C(c1ccco1)N1CCN(c2ccc(F)cc2)CC1	-1.8	1.5	-0.7	5	-2	3.6	-1.5	0.9	-1	-0.3	18*
C(=C/c1ccccc1)/c1ccccc1	·	1.0	·	0	0	1.0	-1.8	0.8	-8	-0.3	0
COc1cc(C(=O)N2CCC(O)(c3ccccc3)CC2)cc(OC)c1OC	-2.6	-0.7	-0.5	0	10	1.8	-0.3	-1.0	-1	-0.1	0
CCc1cc(=O)oc2c(C)c(OC(C)C(=O)NC3CC(C)(C)NC(C)(C)C3)ccc12 (stereo unspecified)	-1.1	-0.2	1.5	-5	1	1.7	-0.6	1.4	1	0.7	-1
COc1ccc(/C=N/NC(=O)CCCOc2ccc(Cl)cc2Cl)cc1	0.2	-0.9	0.5	10	-3	1.1	0.2	0.5	0	-0.1	-2

For convenience, part of the list above:
molecule	GAA850 FXN act	DAX1 inh-1	DAX1 inh-2	GC-A act	sPLA2-III inh	hgDAF-12 ag	ssDAF12 agonist	hcDAF12 agonist	NPR2 activator	KLK7 zymogen act	SMARCA2 activ
C(=C/c1ccccc1)/c1ccccc1	·	1.0	·	0	0	1.0	-1.8	0.8	-8	-0.3	0
COc1cc(C(=O)N2CCC(O)(c3ccccc3)CC2)cc(OC)c1OC	-2.6	-0.7	-0.5	0	10	1.8	-0.3	-1.0	-1	-0.1	0
CCc1cc(=O)oc2c(C)c(OC(C)C(=O)NC3CC(C)(C)NC(C)(C)C3)ccc12 (stereo unspecified)	-1.1	-0.2	1.5	-5	1	1.7	-0.6	1.4	1	0.7	-1

(further entries)
molecule	GAA850 FXN act	DAX1 inh-1	DAX1 inh-2	GC-A act	sPLA2-III inh	hgDAF-12 ag	ssDAF12 agonist	hcDAF12 agonist	NPR2 activator	KLK7 zymogen act	SMARCA2 activ
Cc1ccc(C(=O)Nc2nnc(C3=COCCO3)o2)cc1C	0.1	1.5	2.2	1	-5	-0.5	-0.4	1.5	1	0.7	1
Cc1csc(NC(=O)C(F)(F)F)n1	-0.2	0.1	1.6	2	1	2.8	-1.0	-2.5	0	0.5	-2
CCOc1ccccc1C1C(C#N)=C(N)N(N(C)C)C2=C1C(=O)CCC2 (stereo unspecified)	0.6	0.0	1.1	0	-1	1.3	-0.4	-1.2	-1	-0.2	0
CC(=O)Nc1ccc(OC(=O)N2CCCC2)cc1	1.4	0.3	-1.0	1	1	-2.1	-1.7	-2.6	-4	0.3	-2
CC(=O)OCCc1c(C)nc2nc[nH]n2c1=O	0.7	-0.6	0.5	0	3	0.1	-0.8	-2.3	4	-0.9	3
Cc1ccc(C)c(N2C(=O)CS/C2=N\NC(=O)c2ccccc2Cl)c1	1.4	1.1	-0.4	5	-4	-1.2	-1.3	-1.0	3	-0.3	-1
Cc1ccccc1NC(=O)COC(=O)/C=C/c1cccc(C(F)(F)F)c1	0.8	-0.2	0.8	-1	17	-3.8	-0.1	2.3	-1	0.8	-1
O=C(NC1CCCC1)C(c1ccc(F)cc1)N(Cc1ccccc1Cl)C(=O)CCl (stereo unspecified)	-12	-0.1	-1.7	-27	-7	-1.9	-0.6	1.2	-9	-0.3	-3

(next part)
molecule	GAA850 FXN act	DAX1 inh-1	DAX1 inh-2	GC-A act	sPLA2-III inh	hgDAF-12 ag	ssDAF12 agonist	hcDAF12 agonist	NPR2 activator	KLK7 zymogen act	SMARCA2 activ
Nc1ccc(S(=O)(=O)Nc2nc3ccccc3o2)cc1	0.6	0.3	2.6	2	3	-2.5	-0.2	0.7	1	0.5	4
CCc1ccc(-c2nc(CN3CCC(C(=O)N4CCN(c5ccccc5)CC4)CC3)c(C)o2)cc1	-4.0	-0.8	-2.6	-10	-28	-2.0	-1.4	-1.1	-9	1.1	-2
CN(C)CCCC(C)(O)C(Cc1ccccc1)c1ccccc1 (stereo unspecified)	1.9	0.3	0.9	-7	-5	4.2	-1.0	1.6	-4	-0.5	3
Cn1c(CSCc2ccccc2)n[nH]c1=S	-0.8	0.0	-0.2	0	32*	-1.5	-1.1	-2.0	2	-0.3	-5
O=C(NCc1ccc2c(c1)OCO2)C(=O)NCC1OCCCN1S(=O)(=O)c1cc(F)ccc1F (stereo unspecified)	3.2	-0.5	-0.9	0	2	0.1	-0.9	-1.1	13	-0.1	-2
CS(=O)CCC(NS(=O)(=O)c1ccccc1)C(=O)O (stereo unspecified)	1.3	0.4	0.3	6	4	-0.2	-1.0	-1.8	4	-0.3	-1
c1ccc2oc(-c3ccc(Nc4nc(N5CCOCC5)nc(N5CCOCC5)n4)cc3)nc2c1	1.6	0.0	0.3	-1	1	-1.6	-1.2	-2.1	-6	-0.4	-3
CNC(=O)C[C@@H]1C(=O)N(Cc2ccccc2)CC1(C)C	1.5	-1.0	0.1	2	17	0.1	-1.2	1.6	1	0.5	-4

Going on with the list.
molecule	GAA850 FXN act	DAX1 inh-1	DAX1 inh-2	GC-A act	sPLA2-III inh	hgDAF-12 ag	ssDAF12 agonist	hcDAF12 agonist	NPR2 activator	KLK7 zymogen act	SMARCA2 activ
O=C(Nc1ccccc1)c1ccc(Br)o1	3.9	0.3	0.9	0	3	2.9	-1.3	-1.3	0	0.6	2
COc1ccccc1N(CC(=O)NCC1CCCO1)C(=O)CNS(=O)(=O)c1ccccc1 (stereo unspecified)	-0.1	0.5	2.9	0	-1	-0.1	-2.2	-1.5	-2	-0.4	0
CN(Cc1ccc(CNC[C@H]2O[C@@H](n3cnc4c(N)ncnc43)[C@H](O)[C@@H]2O)o1)S(C)(=O)=O	1.8	0.2	-0.5	4	2	3.3	-1.8	-1.3	-6	-0.3	-2
COc1cccc(CNC(=O)[C@@H]2CCCN2C(=O)[C@H]2CCCCN2S(=O)(=O)c2ccc(OC)c(C)c2)c1	·	-1.3	·	-3	-6	-4.6	-1.5	-2.4	0	0.4	-5
COc1ccc(CNc2nc3nc(C)cc(C)n3n2)cc1	2.2	1.6	1.1	0	0	2.0	-1.4	0.3	1	-0.7	-1
N#CC1=C(C2CC2)CC(c2ccccc2)C(C#N)=C1N (stereo unspecified)	-0.3	-1.1	-0.7	-6	-12	0.0	-1.3	-1.7	-6	0.5	-4
COC(=O)c1cc(-c2ccc(C)cc2)c(=O)n2c1CCC2	·	-2.2	·	2	15	3.4	0.2	2.3	2	0.4	-3
Cc1ccccc1-n1ncc2c(SCC(=O)N3c4ccccc4CC3C)ncnc21 (stereo unspecified)	-1.8	-1.9	-2.7	2	-5	-3.5	-1.7	-3.4	0	0.6	-2

(cont.)
molecule	GAA850 FXN act	DAX1 inh-1	DAX1 inh-2	GC-A act	sPLA2-III inh	hgDAF-12 ag	ssDAF12 agonist	hcDAF12 agonist	NPR2 activator	KLK7 zymogen act	SMARCA2 activ
CC1=C(N2CCN(c3ncccn3)CC2)CCC1=O	-1.1	0.1	1.4	-1	7	1.9	-1.3	-1.8	-1	-0.6	2
Cc1ccc(CN2CCN(Cc3cccn3-c3ccccn3)CC2CCO)cc1 (stereo unspecified)	1.0	-0.1	1.1	-11	-7	2.2	-1.1	0.3	-3	0.6	1
CC(C)CN(C(=O)COC(=O)/C=C/c1ccccc1)C1CCS(=O)(=O)C1 (stereo unspecified)	0.4	-2.1	-1.0	2	7	-1.1	-1.5	-0.4	1	0.5	0
O=C(O)CSC1=NC(=Nc2ccc(Cl)cc2)C2(CCCCC2)N1c1cccc(C(=O)O)c1	0.7	0.3	0.1	0	9	-3.5	0.7	0.8	2	-0.2	-4
CC(C)c1nnc(NC(=O)CCC(=O)N2CCN(c3ccccc3F)CC2)s1	0.5	-0.2	0.9	1	5	-1.0	-0.5	-0.9	-1	-0.3	1
COC(=O)C1CCN(C(=O)COC(=O)CNS(=O)(=O)c2ccc(SC)c([N+](=O)[O-])c2)CC1	0.6	-0.8	1.4	-1	-7	0.2	-1.4	-0.9	-2	0.4	1
